PGC1a acetyl inh – inhibitors of PGC1a acetylation signal, primary screen, cell-based, U2OS, AlphaScreen, inhibitor mode. AlphaScreen anti-acetyl-lysine; with virally co-expressed GCN5 acetyltransferase. inhibition, % at 15.6 µM. hit rate 0.17% among 350,000;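 active = every replicate shows inhibition of at least 40%; inconclusive = mean inhibition at least 40% but some replicate below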;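 also: 0% = neutral control wells and 100% = positive control wells; some results beyond the cut were filed as inactive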
PAX8 reporter – inhibitors of PAX8-driven TPO luciferase reporter, primary screen, RMG-I cells, single concentration | inhibition, % at 12.6 µM | hit rate 1.2% among 360,000 | SteadyGlo, 24 h | AID 652154, 2013;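 active = mean replicate inhibition at least 60% with every replicate also reaching 60%; inconclusive = only one of the two criteria is met; inactive = mean below 60% and not all replicates reaching 60%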;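 also: luciferase light reporting Pax8 driven TPO promoter activity; plate controls were median of neutral control wells for no effect and mitoxantrone controls for full effect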
EWS-Fli block – EWS/Fli-driven NR0B1 reporter inhibitors, primary screen, A673 cells, NR0B1 luciferase, luminescence, MLPCN library; viability-normalised; inhibition, % at 12.6 µM; hit rate 0.67% among 350,000; AID 651661, 2012;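 active = mean inhibition of at least 50% after viability correction, with every replicate also passing that limit; inconclusive = mean reaches 50% but only one of two replicates passes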;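 also: firefly luciferase signal divided by Alamar Blue viability fluorescence both relative to DMSO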
PglD inh – C. jejuni PglD acetyltransferase inhibitors, primary screen, biochemical, DTNB colorimetric, single point | purified PglD enzyme, DTNB colorimetric CoA detection | inhibition, % at 12.5 µM | hit rate 0.098% among 360,000 | UDP-N-acetylbacillosamine N-acetyltransferase PglD (Campylobacter jejuni); in the data active = inhibition above about 16%, passing the limit was not always enough; inconclusive = no clear call, values can overlap the other calls; also: strong numbers were not always called active
FN deposition inh – inhibitors of fibronectin matrix deposition, primary screen, AH1F cells, Alexa488-fibronectin fluorescence, plate reader | inhibition, % at 12.6 µM | AID 743247, 2014 | AH1F fibroblasts, overnight | hit rate 0.086% among 350,000;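 active = mean inhibition across replicates of 30% or more, regardless of how many single replicates reach that level; inconclusive = mean under 30% yet at least half of replicates reach 30%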;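 also: positive control wells lacked labelled fibronectin entirely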
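Assay system: AH1F fibroblasts assembling fluorescent fibronectin matrix; Amount: 10000 AH1F cells per well; Buffer or medium: DMEM, 2% serum; Probe or stimulus: Alexa488-fibronectin, 24 nM final in well; Doses: single compound dose, delivered by pin transfer; Incubation: 1 h adhesion, overnight exposure; Measured by: fluorescence 485/525 nm; Read-out: fibronectin deposition inhibition.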
ERAP1 HTS inh – human ERAP1 aminopeptidase inhibitors, primary screen, biochemical, single point, plate reader; Endoplasmic reticulum aminopeptidase 1 (Homo sapiens), Q9NZ08; hit rate 0.15% among 340,000; inhibition, % at 10.7 µM; recombinant ERAP1, Leu-AMC fluorescence, 60 min;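 active = mean replicate inhibition of at least 30%, or all replicates individually reaching that 30% level; inactive = mean below 30% and not every replicate reaching it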;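 also: 0% = neutral control wells and 100% = L-leucinethiol positive control wells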
Target sequence (Q9NZ08 whole entry, looked up): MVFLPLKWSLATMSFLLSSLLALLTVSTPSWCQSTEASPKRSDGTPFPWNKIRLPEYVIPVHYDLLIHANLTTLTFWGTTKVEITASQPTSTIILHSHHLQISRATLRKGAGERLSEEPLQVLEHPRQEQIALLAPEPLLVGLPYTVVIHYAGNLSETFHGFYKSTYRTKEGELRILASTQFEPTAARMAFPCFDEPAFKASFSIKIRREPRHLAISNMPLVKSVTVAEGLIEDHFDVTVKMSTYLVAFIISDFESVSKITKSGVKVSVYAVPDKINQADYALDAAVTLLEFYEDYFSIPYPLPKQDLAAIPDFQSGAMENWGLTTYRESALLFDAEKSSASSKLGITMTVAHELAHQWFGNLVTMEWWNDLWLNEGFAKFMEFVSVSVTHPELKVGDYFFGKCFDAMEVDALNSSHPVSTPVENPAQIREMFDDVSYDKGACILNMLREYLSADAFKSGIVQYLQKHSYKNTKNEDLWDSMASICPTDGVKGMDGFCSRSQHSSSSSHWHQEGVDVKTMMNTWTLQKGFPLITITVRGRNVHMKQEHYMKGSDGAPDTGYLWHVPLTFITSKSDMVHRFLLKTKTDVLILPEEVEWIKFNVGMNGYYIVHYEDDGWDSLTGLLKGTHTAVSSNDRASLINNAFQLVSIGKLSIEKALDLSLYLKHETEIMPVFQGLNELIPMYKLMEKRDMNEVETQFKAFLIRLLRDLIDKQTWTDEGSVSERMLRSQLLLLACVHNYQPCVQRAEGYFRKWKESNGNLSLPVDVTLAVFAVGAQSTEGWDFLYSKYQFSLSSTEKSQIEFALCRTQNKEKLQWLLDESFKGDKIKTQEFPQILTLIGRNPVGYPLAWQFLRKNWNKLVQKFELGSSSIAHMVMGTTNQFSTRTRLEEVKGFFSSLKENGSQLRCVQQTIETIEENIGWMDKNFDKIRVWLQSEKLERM
LGR2 inh – inhibitors of bursicon-induced LGR2 CRE-luciferase signal, primary screen, cell-based, HEK293, CRE-luciferase reporter, bursicon stimulation; bursicon-stimulated, 4 h; inhibition, % at 9.99 µM; AID 720647, 2013; Drosophila bursicon receptor LGR2 (rickets); hit rate 0.35% among 380,000;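 active = drop in luminescence signal, shown as inhibition above about 50% in the replicate tests, limit read from the data, passing the limit was not always enough; inconclusive = probably only some replicates passing the limit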;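 also: agonist challenge used bursicon conditioned medium at about half maximal strength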
S100A4 MyoIIA – inhibitors of S100A4-myosin IIA peptide binding, primary screen, biochemical, fluorescence polarization, TAMRA-MyoIIA peptide; Protein S100-A4 (Homo sapiens), P26447; inhibition, % at 10.7 µM; hit rate 0.14% among 360,000; AID 652163, 2013;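 active = mean inhibition of at least 70% across replicates, with every replicate also reaching that level; inconclusive = mean inhibition reaches 70% but some replicates fall short; inactive = mean inhibition below 70%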
Target sequence (P26447 whole entry, looked up): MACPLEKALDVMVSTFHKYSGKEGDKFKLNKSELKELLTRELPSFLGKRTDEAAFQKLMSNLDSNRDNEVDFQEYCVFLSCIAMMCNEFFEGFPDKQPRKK
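assay system = human S100A4 monomer with TAMRA-labelled myosin IIA peptide | also added = labelled myosin peptide probe, 5 nM | incubation = 5 min between mix addition and reading | control set = DMSO and TFP controls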
Starred values were filed as active, the others as inactive; ? = inconclusive; / = not tested or not shown. No enrichment for hits; 2.1% or so of the library scored in one or more.

The line under a structure holds: PGC1a acetyl inh	PAX8 reporter	EWS-Fli block	PglD inh	FN deposition inh	ERAP1 HTS inh	LGR2 inh	S100A4 MyoIIA
- COc1ccccc1NC(=O)Cn1ccn(-c2cccc3ccccc23)c(=O)c1=O
    10	16	0	4	-7	4	0	6
- CCCC(C(=O)Nc1ccc2c(C)cc(=O)oc2c1)c1ccccc1 (stereo not given)
    /	-19	4	4	/	-5	9	-2
- COc1cccc(CNC(=O)CSC(=S)N2CCCC2)c1
    /	/	-14	-3	8	-1	6	-11
- COc1cccc(CNC(=O)C2Cc3ccccc3CN2C(C)=O)c1 (stereo not given)
    -13	13	9	-1	0	-1	6	2
- O=C(NCc1ccc(OC(F)(F)F)cc1)C1CC(c2ccc(C(F)(F)F)cc2)=NO1 (stereo not given)
    /	-5	-2	-5	-17	-5	-17	2
- O=C(Nc1ccccc1)C1CC2CCC1C2 (stereo not given)
    25	1	-12	2	-2	2	0	0
- COc1cc(NC(=O)C2CC(c3c(F)cccc3Cl)=NO2)c(OC)cc1Cl (stereo not given)
    11	-2	9	1	1	2	-4	-13
- CN1C(=O)c2cc(NC(=O)c3ccccc3F)ccc2OC[C@@H]2O[C@H](CC(=O)NCc3ccc4c(c3)OCO4)CC[C@@H]21
    4	19	5	3	0	-2	8	-8
- O=[N+]([O-])c1ccc(N2CCCCC2)cc1
    1	-16	-33	-4	-20	2	/	-4
- Cc1ccc(-c2ccc3c(c2)O[C@H](CN(C)C(=O)C2CCC2)[C@H](C)CN([C@@H](C)CO)S3(=O)=O)cc1
    24	/	-2	0	/	1	21	7
- COC1=CC(=O)CC(C)C12Oc1cc(OC)cc(OC)c1C2=O (stereo not given)
    -4	/	-12	-2	/	19	-12	3
- COC(=O)c1ccc(NS(=O)(=O)c2ccc(Cl)cc2)o1
    8	5	3	0	-3	-2	-10	-6
- O=c1c2c(nc(NCCO)n1CC1CCCCC1)-c1ccccc1CC21CCCC1
    -18	-23	/	1	-8	/	/	/
- COc1cc(C(NC(C)=O)NC(C)=O)ccc1OCc1ccccc1
    /	-8	-10	/	-6	5	/	1
- C[C@@H]1CN([C@@H](C)CO)C(=O)c2cccc(NC(=O)c3nc4ccccc4s3)c2O[C@@H]1CN(C)C(=O)Nc1cccc2ccccc12
    13	/	-20	2	-13	2	22	-2
- N#Cc1ccc(-c2ccc([C@@H]3[C@H]4CN(C(=O)Nc5ccc(F)cc5)CCCCN4[C@H]3CO)cc2)cc1
    -10	20	2	3	/	2	-2	-26
- Cn1c(=O)oc2cc(S(=O)(=O)N3CCc4ccccc4C3)ccc21
    6	/	/	-2	-1	/	/	2
- CC(C)CC#Cc1ccc([C@@H]2[C@H]3CN(S(=O)(=O)c4ccccc4)CC(=O)N3[C@H]2CO)cc1
    -44	/	7	/	/	-1	8	3
- COc1ccc(-c2sc3ccc(OC)cc3c2-c2ccc(OC)c(F)c2)cc1
    2	-5	1	-7	-7	/	1	-1
- O=C(COC(=O)c1ccc(S(=O)(=O)NCc2ccco2)cc1)NCC1CCCCC1
    15	-2	/	1	-30	/	/	/
- O=C(NC(=S)N1CCCC1)c1ccccc1Cl
    1	9	/	3	-3	0	13	1
- COCCNC(=O)c1ccc2c(Cl)c3c(nc2c1)CCC3
    0	-21	-51	-2	-2	5	/	-1
- Cc1nc2cc(NC(=O)c3ccc(Br)s3)ccc2s1
    /	-231	/	1	/	-1	-35	4
- Cc1noc(C)c1NC(=O)NCC[C@@H]1CC[C@@H](NC(=O)c2ccccc2)[C@H](CO)O1
    -6	-9	-10	3	/	2	13	-7
- Cc1cc(C)c(CN2CCC(CO)(CCOc3ccccc3)CC2)cc1C
    -10	23	18	8	0	2	0	-3
- COc1ccc(S(=O)(=O)NCc2cccnc2)cc1OC
    /	3	9	4	4	0	8	-1
- C=CCN1C(=O)[C@@]2(O[C@@H](CCO)[C@H]([Si](C)(C)c3ccc(OC)cc3)[C@H]2C)c2cc(NC(C)=O)ccc21
    10	/	13	5	/	2	/	1
- CCn1c(CN2CCN(c3cccc(C)c3C)CC2)n[nH]c1=S
    /	11	13	/	1	7	13	3
- CCOc1ccc(CCNC(=O)COc2cc(=O)n(C)c3ccccc23)cc1OCC
    /	16	9	/	8	-13	-13	21
- COc1ccc(CNC(=O)C[C@@H]2CC[C@@H](NC(=O)CN(C)C)[C@H](CO)O2)cc1
    -6	11	-3	5	7	0	2	-4
- CCc1ccc(C(C)NC(=O)c2ccc3c(c2)OCO3)cc1 (stereo not given)
    4	-26	/	2	/	-2	-4	5
- CC(C)CN(C(=O)C(C)N1C(=O)c2ccccc2C1=O)c1c(N)n(Cc2ccccc2)c(=O)[nH]c1=O (stereo not given)
    0	-5	-4	2	4	-2	-19	-60
- CC(=O)N1CCN(c2ccc(NC(=O)c3ccc([N+](=O)[O-])cc3Cl)cc2)CC1
    10	3	7	4	-5	3	7	-9
- O=C(CN(Cc1ccc(Cl)cc1)C(=O)c1csnn1)NCc1ccc(F)cc1
    /	-7	4	-2	1	0	0	1
- CC(=O)Nc1cccc(-c2csc(C(O)c3ccc(F)c(F)c3)n2)c1 (stereo not given)
    /	2	4	-5	/	-1	-15	1
- C/C(CC(=O)NC(C)(C)C)=N\NC(=O)c1ccccc1N
    /	-39	-3	/	-13	3	-29	0
- CC(=O)OCC1=C(C(=O)OC(C)(C)C)N2C(=O)[C@@H](NC(=O)Cc3ccccc3)[C@H]2SC1
    2	5	8	0	6	-3	2	-1
- CC(C)C(=O)NCCc1nc(-c2ccc(Cl)cc2)no1
    /	-76	-60	0	10	/	-73	-2
- O=C(O)c1cccc(S(=O)(=O)Nc2cccc3ccccc23)c1
    14	8	-37	0	13	3	6	-9
- Cc1ccc(F)cc1C(=O)N1CCC1(C)C(=O)O (stereo not given)
    4	-11	-4	-1	1	4	-10	-2
- O=C(O)c1nn(Cc2csc(-c3ccccc3)n2)c(=O)c2ccccc12
    /	-15	-12	6	1	0	-1	-8
- COc1ccc(CC(=O)O/N=C(\N)c2ccccn2)cc1
    /	-70	-53	/	-1	/	-13	1
- CN1c2ccc(-c3cccc(C#N)c3)cc2[C@H]2[C@H](CCN2C(=O)C2CCC2)[C@@H]1CO
    -34	6	1	0	10	/	7	/
- COc1ccccc1C1=CC(=O)CC(C)(C)C1=O
    -4	9	6	-8	-1	0	25	-1
- CNC[C@@H]1Oc2c(N)cccc2C(=O)N([C@@H](C)CO)C[C@H]1C
    6	-7	3	6	18	1	19	3
- Cc1c(NC(=O)C(C)N2C(=O)C3C4C=CC(C4)C3C2=O)c(=O)n(-c2ccccc2)n1C (stereo not given)
    -9	-19	-8	6	12	-8	-3	-11
- COc1ccccc1C(=O)Nc1ccnn1C1CCN(Cc2ccc3nonc3c2)CC1
    /	11	8	/	-12	-2	0	2
- CN=C(Nc1ccc(C(=O)OC)s1)c1ccc(Cl)cc1
    -9	-5	8	/	1	2	-13	-1
- O=C(NCC[C@H]1CC[C@@H](NC(=O)c2cccnc2)[C@@H](CO)O1)Nc1ccc(F)cc1
    -9	19	-4	2	/	4	-14	3
- CC[C@]1(C(=O)OC)[C@H]2C(=O)N(C)C(=O)[C@H]2[C@H]2CN=C(SCc3ccc(C)cc3)N21
    -3	-20	-5	1	4	-3	15	0

Full records, looked up by structure. Order of values: PGC1a acetyl inh, PAX8 reporter, EWS-Fli block, PglD inh, FN deposition inh, ERAP1 HTS inh, LGR2 inh, S100A4 MyoIIA
CN1c2ccc(-c3cccc(C#N)c3)cc2[C@H]2[C@H](CCN2C(=O)C2CCC2)[C@@H]1CO as listed: -34, 6, 1, 0, 10, /, 7, /
Cc1c(NC(=O)C(C)N2C(=O)C3C4C=CC(C4)C3C2=O)c(=O)n(-c2ccccc2)n1C (stereo not given) as listed: -9, -19, -8, 6, 12, -8, -3, -11

Additional compounds follow:
The line under a structure holds: PGC1a acetyl inh	PAX8 reporter	EWS-Fli block	PglD inh	FN deposition inh	ERAP1 HTS inh	LGR2 inh	S100A4 MyoIIA
- Cc1cccc(C)c1NC(=O)CNc1ccccc1
    -5	-13	/	-6	1	/	/	/
- CCOc1ccccc1NC(=O)Nc1ccc(Br)cn1
    20	-29	7	-7	6	-2	/	-7
- Cc1ccc(S(=O)(=O)Nc2ccc3c(c2)C(=O)N([C@H](C)CO)C[C@H](C)[C@H](CN(C)S(=O)(=O)c2ccccc2)OCCCC[C@H](C)O3)cc1
    -1	17	0	-2	-6	0	13	-6
- COc1ccc(-c2ccc3c(c2)[C@H]2[C@H](CCN2S(=O)(=O)c2ccccc2F)[C@H](CO)N3C)cc1
    -3	35	6	0	-21	-2	15	10
- CCOC(=O)c1nc(Nc2ccc(Nc3ccccc3)cc2)c2ccccc2n1
    /	22	-4	/	-4	2	20	-18
- OCCC1CN(C2CSCCSC2)CCN1Cc1ccccc1 (stereo not given)
    /	6	9	0	/	-1	14	-4
- COc1ccc(S(=O)(=O)N(C)C[C@H]2OCCCC[C@@H](C)Oc3ccc(NS(=O)(=O)c4c(C)noc4C)cc3C(=O)N([C@@H](C)CO)C[C@H]2C)cc1
    -11	56	3	-3	6	-2	10	-7
- CNC(=O)C[C@@H]1CC[C@H]2[C@@H](COC[C@H](O)CN2Cc2ccc(Cl)c(Cl)c2)O1
    5	-10	1	3	0	3	-6	-1
- CC(=O)c1c[nH]c2ccc(C)cc2c1=O
    -4	/	/	2	-8	/	/	-13
- COc1ccccc1N1CCN(C(=O)Cc2c(C(=O)O)[nH]c3ccc(Cl)cc23)CC1
    -4	7	3	/	-1	8	-4	-2
- COCCCNC(=S)N1CCN(c2nc3ccccc3s2)CC1
    /	-8	-17	/	-7	-1	-23	-3
- CCNC(=S)N1C2CCC1CC(NC(=O)Nc1ccc(C(=O)OCC)cc1)C2 (stereo not given)
    11	-2	0	1	4	-2	-4	0
- CCCC(=O)Nc1ccc2c(c1)C(=O)N(C)[C@@H]1CC[C@@H](CC(=O)NCC(F)(F)F)O[C@H]1CO2
    3	5	-2	1	-1	/	-5	/
- COc1ccc(CNC(=O)c2cccc(NC(=O)CC3SC(N4CCCCC4)=NC3=O)c2)cc1 (stereo not given)
    -3	13	1	-7	/	1	6	?
- COc1ccc(CN(C)C[C@H]2Oc3ccc(NC(=O)C4CCCCC4)cc3CC(=O)N([C@@H](C)CO)C[C@H]2C)cc1
    -3	/	-3	-3	/	3	7	4
- Cc1cccc(-n2ccnc2SCC(=O)c2c(N)n(C3CC3)c(=O)[nH]c2=O)c1C
    2	8	15	1	0	-1	-14	-1
- CCOc1ccc(C(=O)N(c2ccccn2)C2CCCCC2)cc1
    1	9	-6	2	/	2	2	-13
- CN1CCN(c2ccc(NC(=O)c3ccc(Br)o3)cc2)CC1
    /	-141	/	1	10	-2	-17	2
- Cc1noc(C)c1NC(=O)Nc1ccc2c(c1)CC(=O)N([C@@H](C)CO)C[C@H](C)[C@H](CN(C)Cc1ccc3c(c1)OCO3)O2
    6	1	5	2	/	1	-5	-22

From PubChem BioAssay
